AT treatment: qHTS Assay for Identifying a Potential Treatment of Ataxia-Telangiectasia. […] A-T fibroblasts, KAP-1 phosphorylation AlphaLISA; neocarzinostatin DNA damage 30 min before lysis. Potency, µM (top dose mostly 57.5 µM), without a hit: top-dose activation, hits mostly activators. actives 0.19% (n = 320,000). AID 485349, 2010; note: potency is the fitted concentration of half-maximal effect; % of control where 0% means no effect; nearly all actives have a fitted effect of over 45% in size
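hTERT-immortalized A-T patient fibroblasts ([…]), 500 cells/well in OPTI-MEM, 1% FBS, got compounds for 60 min, then NCS for 30 min at 37C. Lysates were then assayed for phospho-KAP-1 by AlphaLISA (anti-pKAP1 donor, anti-KAP1 acceptor beads), 6 hr at 25C.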
S-ASM inh: Inhibitors of Secretory Acid Sphingomyelinase (S-ASM): qHTS; Sphingomyelin phosphodiesterase (Homo sapiens), P17405; placental ASM, HMU-PC fluorogenic substrate, 60 min; Potency, µM (doses to about 57.5 µM), for the others: top-dose activity change, negative = inhibition, actives largely listed as inhibitors; actives 0.006% (n = 340,000); note: potency is the fitted concentration of half-maximal effect
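qHTS format. ASM enzyme prepared from human placenta hydrolyses the fluorogenic substrate HMU-PC0 (9 uM final) over 60 min at 37 °C after a 10 min compound preincubation.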
PTAP TSG101 blk: qHTS Assay for Iinhibitors of HIV-1 Budding by Blocking the Interaction of PTAP/TSG101; Tumor susceptibility gene 101 protein (Homo sapiens), Q99816; Fluorescence polarization, FITC-PTAP peptide / Tsg101 binding; Potency, µM (titrated, usually from 115 µM), for the others: top-dose activity change, negative = inhibition, hits mostly inhibitors; 340,000 tested, under 10 active; AID 493005, 2010; active = well fitted inhibition curve with a large enough effect in the main read-out, with a control signal flat, not every such curve was filed as active; inconclusive = small, poorly fitted or top-dose-only effect, or effect the other way, or a change in a side signal; inactive = no such curve, though single readings can be large or run the other way; note: potency is the fitted concentration of half-maximal effect; % of control where 0% means no effect
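Fluorescence polarization binding of Tsg101 binding domain (10 uM final) to FITC-labeled PTAP peptide (50 nM final) in HEPES pH 7.5 buffer with NaCl, Tween 20, EDTA, TCEP. Compounds added before peptide; binding 20 min at RT.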
Chronic BCR inh: qHTS Assay to Find Inhibitors of Chronic Active B-Cell Receptor Signaling. Potency, µM (top dose mostly 46.1 µM), inactives show at the top dose ratio change, negative = lower green/red ratio, hits mostly inhibitors. AID 493014, 2011. ABC-DLBCL IkBa-CBG/CBR reporter, luminescence ratio, 4 h. actives 0.05% (n = 340,000); active = well fitted inhibition curve with a large enough effect in the signal ratio, with a control signal flat, not every such curve was filed as active; inconclusive = small, poorly fitted or top-dose-only effect, or effect the other way, or a change in a side signal; the % refers to the signal ratio;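 note: potency is the fitted concentration of half-maximal effect; plate controls were basal doxycycline-induced cells for no effect and cells given 10 µM MG132 for full effect; MG132 reads +100%, hits lower the ratio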
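Compounds up to 46 uM were incubated four hours with TMD8 cells whose green CBG68 luciferase is fused to IkappaBalpha; red CBR luminescence normalised the signal, and concentration-effect curves were fitted to fusion, red and ratio data.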
Mito fusion yeast: qHTS Assay for Small Molecule Inhibitors of Mitochondrial Division or Activators of Mitochondrial Fusion; S. cerevisiae fusion-defective mutant growth rescue, CellTiterGlo 48 h; Potency, µM (doses to about 46.1 µM), without a hit: top-dose growth rescue (activation), usual class: activators; actives 0.23% (n = 320,000);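 note: potency is the fitted concentration of half-maximal effect; % of control where 0% means no effect; nearly all actives have a fitted effect of over 45% in size; temperature-sensitive fusion mutants such as fzo1-1 at 37 °C on non-fermentable ethanol glycerol medium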
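Read-out: ATP-based luminescence (CellTiterGlo, 10 min ambient) reporting growth of fusion-defective ts yeast after 48 hours at 37C on glycerol/ethanol YPEG medium in the presence of compound.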
TSHR antag: Antagonists of the Thyroid Stimulating Hormone Receptor: HTS campaign; actives 0.2% (n = 330,000); TSHR-expressing cells, TSH-stimulated cAMP HTRF, 2 h; active compounds read low; activity change, negative = inhibition, % at 11.5 µM; Thyrotropin receptor (Homo sapiens), P16473;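 active = activity change below a set negative limit, meaning inhibition stronger than a set level, cut at about -70% in these data; inconclusive = activity change between two set negative limits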; note: % is set by controls: 0 for no effect and ±100 for the full control effect
Target sequence (P16473 whole entry, looked up): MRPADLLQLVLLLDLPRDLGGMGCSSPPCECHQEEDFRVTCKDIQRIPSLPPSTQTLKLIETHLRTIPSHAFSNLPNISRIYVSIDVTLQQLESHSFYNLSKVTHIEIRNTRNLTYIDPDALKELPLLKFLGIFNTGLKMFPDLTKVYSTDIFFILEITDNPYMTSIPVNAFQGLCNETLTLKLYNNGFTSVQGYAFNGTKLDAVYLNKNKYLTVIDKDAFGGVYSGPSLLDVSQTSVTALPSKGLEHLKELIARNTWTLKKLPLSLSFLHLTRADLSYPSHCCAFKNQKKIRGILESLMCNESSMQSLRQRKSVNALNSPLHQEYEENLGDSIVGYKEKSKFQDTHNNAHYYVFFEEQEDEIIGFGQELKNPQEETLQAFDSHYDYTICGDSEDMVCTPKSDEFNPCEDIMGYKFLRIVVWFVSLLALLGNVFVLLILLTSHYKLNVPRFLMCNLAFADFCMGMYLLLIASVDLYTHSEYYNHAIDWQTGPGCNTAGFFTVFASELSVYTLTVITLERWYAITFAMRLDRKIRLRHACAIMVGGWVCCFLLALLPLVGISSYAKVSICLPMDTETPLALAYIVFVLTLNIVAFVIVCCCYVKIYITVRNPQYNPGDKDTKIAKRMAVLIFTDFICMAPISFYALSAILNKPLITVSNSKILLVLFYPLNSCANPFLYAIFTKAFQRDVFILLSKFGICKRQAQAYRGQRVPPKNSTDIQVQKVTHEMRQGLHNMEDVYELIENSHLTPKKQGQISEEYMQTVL
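TSHR-expressing cells, 200/well, pre-treated with compound, then stimulated with EC80 TSH (4nM final) for 2 hours at 37 deg C. cAMP measured by competitive HTRF: anti-cAMP cryptate antibody in lysis buffer plus cAMP-d2, read after 30 minutes at room temperature.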
TCR activator: Activators of T cell receptors: qHTS campaign. primary human leukocytes, anti-CD3, IL-2 HTRF, 48 h. 330,000 tested, under 10 active. Potency, µM (top dose mostly 9.22 µM), for inactives: at the highest dose activation of IL-2 secretion, actives largely listed as activators; note: % of control where 0% means no effect
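1) Mix primary human leukocytes, a-CD3 beads and compound. 2) Incubate 48 hr. 3) Add HTRF IL-2 reagents (a-IL-2-K, a-IL-2-d2).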
Tb PFK inh: qHTS Assay to Find Inhibitors of T. brucei phosphofructokinase | ATP-dependent 6-phosphofructokinase (Trypanosoma brucei brucei), O15648 | T. brucei PFK, ADP-Glo luminescence | Potency, µM (doses to about 57.5 µM), inactives show at the highest dose activity, negative = inhibition, most hits filed as inhibitors | actives 0.17% (n = 330,000);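 note: potency is the fitted concentration of half-maximal effect; 0% = uninhibited 1x PFK enzyme wells and -100% = no-enzyme wells; nearly all actives have a fitted effect of over 60% in size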
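Activity is normalized to no-enzyme wells (full inhibition) and 1.25 nM enzyme wells (no inhibition). Reaction: 0.5 mM F6P, 0.1 mM ATP, 45 min RT, ADP-Glo luminescence; concentration-response curves fitted and classed by quality.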
Eya2 inh: qHTS Assay for Inhibitors of the Phosphatase Activity of Eya2. recombinant Eya2, OMFP fluorescence dephosphorylation (OMFP is methylfluorescein phosphate). Potency, µM (doses to about 76.9 µM), without a hit: at the highest dose activity, negative = inhibition, hits mostly inhibitors. actives 0.006% (n = 330,000). AID 488837, 2010; note: potency is the fitted concentration of half-maximal effect; % is set by controls: 0 for no effect and ±100 for the full control effect
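Eya2 protein (added as 0.2 uM solution) was preincubated with compound for 10 min at ambient temperature in 50 mM HEPES pH 7.5, 50 mM NaCl, 5 uM MgCl2, 0.05% BSA, 1 mM DTT. OMFP (added at 50 uM) then reacted 10 min; fluorescence read at 485/525 nm.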
ELG1 repair inh: qHTS screen for small molecules that inhibit ELG1-dependent DNA repair in human embryonic kidney (HEK293T) cells expressing luciferase-tagged ELG1; actives 2.3% (n = 330,000); HEK293T ELG1-luciferase reporter, luminescence, 16 h; DNA damage induced by 5-fluorouridine; Potency, µM (doses to about 46.1 µM), inactives show at the top dose activity change, negative = inhibition, most hits filed as inhibitors; AID 504467, 2011; note: potency is the fitted concentration of half-maximal effect; % is set by controls: 0 for no effect and ±100 for the full control effect; nearly all actives have a fitted effect of over 55% in size
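Quantitative HTS, concentration-response format. 2,000 cells/well co-treated with 5-fluorouridine and compound, 16 hr in 5% CO2 at 37 °C; ONE-Glo luminescence read after 30 min.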
a7 integrin act: qHTS for Activators of Integrin-Mediated Alleviation for Muscular Dystrophy; alpha7betagal myoblasts, beta-gal FDG fluorescence, 48 h; Potency, µM (titrated, usually from 38.3 µM), for inactives: top-dose activation, hits mostly activators; actives 0.064% (n = 350,000);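 note: potency is the fitted concentration of half-maximal effect; 100% = response of the positive control SU9516; nearly all actives have a fitted effect of over 60% in size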
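alpha7betagal+/- myoblasts (passage 13, 250/well) treated 48 h at 37C with compounds at 1:260 dilution of DMSO stock. Lysed, then beta-galactosidase activity read as FDG fluorescence (ex 480/em 540) after 30 min, with pre-read for autofluorescence.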
Numbers without * were called inactive; ? = inconclusive; . = no result given; [ ] = another dose, or the depositor's remark. Unless noted, calls come from the whole dose curve; as a rule, active = well fitted curve in the direction sought with a large enough effect; inconclusive = small, poorly fitted or top-dose-only effect, or another doubt; inactive = no such curve, though single readings can be large; an effect the other way counts as inactive or inconclusive. Rows were taken by chance (roughly 3.2% active in at least one column).

Structure,AT treatment,S-ASM inh,PTAP TSG101 blk,Chronic BCR inh,Mito fusion yeast,TSHR antag,TCR activator,Tb PFK inh,Eya2 inh,ELG1 repair inh,a7 integrin act
O=C(CCl)Nc1cn(-c2ccccc2)nc1-c1ccc(F)cc1,0%,-9%,-2%,?,-4%,2,1%,9%,1%,5%,-62%[inhibitor]
CC(C)(C)c1ccccc1OCC(=O)Nc1ccccc1C(=O)NCc1cccnc1,-2%,-2%,2%,?,16µM*,-2,-3%,0%,-16%,?,53%
COc1ccc(/C(C)=N/NC(=O)Cc2ccc(Cl)cc2)cc1,-6%,9%,-2%,0%,-1%,1,.,-2%,14%,13%,-7%
Cc1cc(N2CC(C)OC(C)C2)nc2ccccc12 (stereo not given),6%,45%,-4%,-4%,11%,10,6%,0%,-1%,8%,25%
CCOC(=O)c1c(C)[nH]c(C(=O)C(C)OC(=O)c2cccc(OCc3c(C)noc3C)c2)c1C (stereo not given),20%,-17%,-2%,?,-2%,-2,-1%,-1%,6%,?,-24%
O=C(O)c1cccc(N2C(=O)c3ccc(C(=O)c4cccc([N+](=O)[O-])c4)cc3C2=O)c1,18%,-3%,-6%,-13%,4%,20,3%,?,3%,3%,2%
O=C(COc1c(Br)cc(Br)c2cccnc12)Nc1ccccc1F,-3%,-2%,2%,0%,12%,6,-2%,-4%,1%,0%,4%
CCOc1ccc(S(=O)(=O)Nc2cccc(C(=O)NCC(c3ccco3)N3CCCC3)c2)cc1 (stereo not given),-12%,7%,-4%,-2%,3%,-5,8%,0%,-10%,2%,-30%
Clc1ccccc1Sc1cnc2ccccc2n1,1%,-10%,-1%,-18%,6%,-6,-6%,2%,7%,12%,-31%
CC(C)(C)C(CO)NC(=O)c1ccc[nH]1 (stereo not given),-1%,0%,-5%,0%,-10%,-2,4%,8%,-5%,15%,8%
COc1cc(NC(=S)N(C)CCC#N)c(OC)cc1Cl,-2%,2%,-5%,9%,-6%,17,2%,-1%,5%,8%,1%
O=S(=O)(Nc1ccc(O)c2ccccc12)c1cccs1,12%,-2%,2%,?,-26%,10,3%,6%,10%,9.2µM*,36%
Brc1ccccc1-c1nc2c3ccccc3ncn2n1,2%,1%,-2%,-9%,11%,-8,-6%,2%,7%,?,-19%
Cc1ccc(CNC(=O)CCc2c(C)nn(-c3ccc(N4CCOCC4)nn3)c2C)cc1,-2%,5%,-2%,1%,1%,-8,3%,0%,-10%,12%,38%
CN(CC(=O)Nc1ccc(F)cc1)CC(=O)N(C)C1(C#N)CCCCC1,.,0%,-9%,-4%,2%,9,-3%,-8%,-3%,4%,9%
O=S(=O)(c1ccc(Cl)cc1)N1CCN(Cc2c[nH]c3ccccc23)CC1,1%,0%,-10%,-22%,2%,-2,6%,1%,9%,-12%,0%
Cc1ccc(C)c(NC(=O)N2CCCCCC2)c1,-15%,3%,-2%,-3%,2%,6,0%,1%,-15%,2%,26%
Cc1nnc2n(-c3ccccc3)c(=O)c3c4c(sc3n12)COC(C)(C)C4,3%,1%,-7%,3%,0%,-3,1%,-3%,10%,6%,2%
Cc1ccc(OCc2cc(C(=O)N(C)Cc3cc(C4CC4)n[nH]3)no2)cc1C,-4%,-3%,-5%,?,1%,-14,-4%,1%,-8%,16%,-8%
N#Cc1ccccc1S(=O)(=O)N1CCC(C(=O)Nc2cccc(C(=O)NC3CC3)c2)CC1,-1%,.,-1%,0%,4%,2,-19%,0%,-6%,?,11%
O=C(CSc1nc2c(c(=O)n1-c1ccc(Br)cc1)SCC2)NCc1ccco1,4%,-2%,-6%,?,1%,10,0%,-8%,7%,-4%,-16%
CCCCN1C(=O)C(=O)c2cc(Cl)ccc21,-8%,12%,1%,?,.,-14,-6%,3%,-14%,?,-43%
CC1=N/C(=C\c2ccc([N+](=O)[O-])cc2)C(=O)N1c1ccc(Br)c(C)c1,-5%,-2%,-6%,?,-2%,0,-3%,9%,15%,-3%,-32%
COCCn1c(C)cc(C(=O)COC(=O)c2c(C)nn(Cc3ccccc3)c2C)c1C,7%,-4%,-5%,-4%,-3%,-12,2%,-7%,-4%,?,-33%
CCC1=Nc2cc(C(=O)NCCN3CCCC3)ccc2Sc2ccc(C)cc21,1%,0%,-1%,?,-12%,-9,1%,0%,9%,-1%,-55%[inhibitor]
COc1ccc(N(C)S(=O)(=O)c2cccc(C(=O)Nc3nc4ccccc4[nH]3)c2)cc1,1%,-5%,1%,?,-2%,-4,3%,-4%,-2%,?,0%
CCCCN(C)C(=O)c1nc2ccccn2c1CN(C)Cc1csc(C)n1,6%,0%,0%,-1%,3%,-1,-3%,0%,12%,11%,-13%
COc1ccc(CC(=O)N2CCc3cc(OC)c(OC)cc3C2)cc1,-1%,-2%,0%,?,-1%,-1,-4%,17%,-5%,-3%,1%
COc1cc(C(=O)NCC(c2cccs2)N(C)C)cc(Cl)c1OC(C)C (stereo not given),2%,3%,-13%,-3%,-6%,5,2%[46.1 µM],1%,2%,?,-18%
S=C(Nc1ccc(Nc2ccccc2)cc1)Nc1ccccn1,0%,-12%,0%,?,3%,-29,6%,0%,4%,12%,-25%
O=c1[nH]c2c(c3c1CCCC3)CCCC2,-1%,2%,-2%,?,-6%,0,0%,3%,21%,3%,0%
CCOC(=O)C1(Cc2cccc(F)c2)CCN(Cc2nc(CC)[nH]c2C)CC1,4%,141%[activator],?,-1%,5%,-2,2%,-2%,-10%,?,-33%
COc1cc(C2C(C(C)=O)=C(O)C(=O)N2CCc2c[nH]c3ccccc23)ccc1O (stereo not given),1%,-3%,-5%,3%,0%,-10,0%,-3%,6%,-5%,?
Cc1ccc(-c2nn(-c3ccccn3)c(=O)c3ccccc23)cc1,3%,3%,2%,-4%,0%,-7,-3%,-2%,2%,3%,40%
COC(=O)CSC1=C(C#N)C(c2ccc(F)cc2)CC(=O)N1 (stereo not given),-4%,4%,-2%,-3%,1%,17,-4%,1%,-14%,-12%,-9%
O=C(NCCc1c[nH]c2ccccc12)c1cnccn1,0%,-1%,-1%,-26%,-3%,2,-3%,-20%,-2%,?,-2%
CC1CCCCN1C(=O)Cn1cc(C=O)c2ccccc21 (stereo not given),12%,5%,2%,1%,0%,-3,-3%[46.1 µM],-1%,2%,9%,19%
O=C1c2oc3ccc(Br)cc3c(=O)c2C(c2cccc(F)c2)N1CCO (stereo not given),4%,-4%,-1%,4%,-1%,-7,0%,-1%,-3%,-13%,-4%
CCOC(=O)c1c(/N=C/c2cccc(C)c2O)sc2c1CCN(C)C2,1%,-5%,-6%,-3%,0%,-1,-1%[46.1 µM],7%,5%,9%,-8%
COc1ccc(NS(=O)(=O)c2cccc(C(=O)NNC(=O)CNC(=O)c3cccc(C)c3)c2)cc1,-2%,0%,0%,?,0%,-6,-32%,2%,2%,-2%,-7%
Fc1ccc(Cl)cc1/C=N/n1cnnc1SCc1ccccc1,.,?,-1%,-17%,6%,18,1%,0%,-9%,-28%,4%

High-throughput results from PubChem.
